Pol iota inh = blocks human DNA polymerase iota activity | hit rate 1% among 390,000 | AID 588590 | Pol iota fluorescent replication assay, 10 min | Potency, µM (top dose mostly 115 µM), without a hit: top-dose activity, negative = inhibition, usual class: inhibitors
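Pol iota at 10 nM preincubated 15 min with compounds at room temperature; reaction started with fluorescent substrate, 50 nM final. Fluorescence read kinetically at 0 and 10 min; buffer-only wells as negative control.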
POLK inh = DNA polymerase kappa (human) inhibition; Q9UBT6; purified Pol kappa, fluorescent DNA synthesis assay, 10 min; Potency, µM (series often up to 107 µM), inactives show at the top dose activity, negative = inhibition, most hits filed as inhibitors; hit rate 0.53% among 400,000; note: % is set by controls: 0 for no effect and ±100 for the full control effect
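10 nM Pol kappa was preincubated with compounds for 15 min at room temperature. Reaction started with 50 nM (final) substrate. Fluorescence read kinetically at 0 and 10 min.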
BAZ2B block = inhibitors of human BAZ2B bromodomain | Q9UIF8 | AlphaScreen BAZ2B-H3K14Ac peptide displacement | Potency, µM (titrated, usually from 114 µM), without a hit: top-dose activity change, negative = inhibition, hits mostly inhibitors | hit rate 4.4% among 360,000 | AID 504333; note: % is set by controls: 0 for no effect and ±100 for the full control effect; nearly all actives have a fitted effect of over 60% in size
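Protein-peptide AlphaScreen: BAZ2B 50 nM, b-H3K14Ac 50 nM, 1x PBS pH 7.4 + 0.01% Tween-20. Preincubation 30 min RT; cpd 30 min RT (top 110 uM); beads 20 min RT, light-protected.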
POLB inh = inhibitors of human DNA polymerase beta; P06746; Pol beta primer extension/strand displacement, fluorescence kinetic; Potency, µM (series often up to 114 µM), without a hit: top-dose activity change, negative = inhibition, hits mostly inhibitors; hit rate 1.3% among 340,000; AID 485314; note: % is set by controls: 0 for no effect and ±100 for the full control effect
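Values derive from four-parameter Hill fits of normalized kinetic data: reads at 0 and 10 min following addition of 50 nM substrate to 10 nM Pol beta preincubated 15 min with compound.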
Anesthetic bind = binds horse apoferritin like a general anesthetic | P02791 | apoferritin/1-aminoanthracene competitive binding, fluorescence | Potency, µM (top dose mostly 77.5 µM), inactives show at the highest dose activity change, negative = displacement, actives largely listed as inhibitors | hit rate 0.074% among 350,000 | AID 485281; note: % is set by controls: 0 for no effect and ±100 for the full control effect; nearly all actives have a fitted effect of over 20% in size
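Read-out: endpoint 1-AMA fluorescence, excitation 380 nm and emission 535 nm, after compounds sit 10 min at room temperature with 10 uM horse-spleen apoferritin in 50% saturated 1-AMA/PBS. Values come from four-parameter Hill fits.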
G9a block = blocks human histone lysine methyltransferase G9a; hit rate 8.8% among 350,000; Q96KQ7; Potency, µM (top dose mostly 102 µM), without a hit: at the highest dose activity, negative = inhibition, most hits filed as inhibitors; G9a H3K9 monomethylation, AlphaScreen, 2 h; note: % is set by controls: 0 for no effect and ±100 for the full control effect; nearly all actives have a fitted effect of over 75% in size
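AlphaScreen read-out: biotin-H3K9 peptide (500 nM) methylation by 20 nM enzyme with 20 uM SAM, 2 h at room temperature after 15 min compound preincubation; anti-monomethyl H3K9 antibody plus donor/acceptor beads, 10 min dark.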
APEX1 inh = APE1 (human) endonuclease inhibition. Potency, µM (highest dose often 65.8 µM), inactives show at the highest dose activity change, negative = inhibition, hits mostly inhibitors. recombinant APE1, TAMRA/BHQ-2 abasic DNA cleavage fluorescence. P27695. AID 2517. hit rate 0.35% among 350,000;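 note: plate controls were vehicle for no effect and reference inhibitor for full effect; nearly all actives have a fitted effect of over 55% in size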
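Activity was derived from the fluorescence gain between first and third kinetic reads (60 s intervals, ex 525/em 598 nm) after 50 nM THF-abasic TAMRA/BHQ-2 duplex was added to 0.75 nM APE1 preincubated 15 min with compound.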
Pol eta inh = inhibitors of human DNA polymerase eta. AID 588591. hit rate 1.2% among 390,000. recombinant Pol eta, fluorescent DNA replication assay. Potency, µM (highest dose often 114 µM), for inactives: at the top dose activity change, negative = inhibition, usual class: inhibitors; note: % is set by controls: 0 for no effect and ±100 for the full control effect
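Pol eta (10 nM) was preincubated with compounds for 15 min at room temperature, after which fluorescent replication substrate (50 nM final) was added to start the reaction. Fluorescence was read kinetically at 0 and 10 min.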
BLM helicase inh = Bloom syndrome helicase (human) inhibition; recombinant BLM DNA unwinding, fluorescence dequenching; hit rate 0.2% among 350,000; P54132; Potency, µM (titrated, usually from 56.1 µM), for the others: at the highest dose activity change, negative = inhibition, most hits filed as inhibitors; AID 2528;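 note: plate controls were vehicle for no effect and no enzyme for full effect; nearly all actives have a fitted effect of over 35% in size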
Target sequence (P54132 whole entry, looked up): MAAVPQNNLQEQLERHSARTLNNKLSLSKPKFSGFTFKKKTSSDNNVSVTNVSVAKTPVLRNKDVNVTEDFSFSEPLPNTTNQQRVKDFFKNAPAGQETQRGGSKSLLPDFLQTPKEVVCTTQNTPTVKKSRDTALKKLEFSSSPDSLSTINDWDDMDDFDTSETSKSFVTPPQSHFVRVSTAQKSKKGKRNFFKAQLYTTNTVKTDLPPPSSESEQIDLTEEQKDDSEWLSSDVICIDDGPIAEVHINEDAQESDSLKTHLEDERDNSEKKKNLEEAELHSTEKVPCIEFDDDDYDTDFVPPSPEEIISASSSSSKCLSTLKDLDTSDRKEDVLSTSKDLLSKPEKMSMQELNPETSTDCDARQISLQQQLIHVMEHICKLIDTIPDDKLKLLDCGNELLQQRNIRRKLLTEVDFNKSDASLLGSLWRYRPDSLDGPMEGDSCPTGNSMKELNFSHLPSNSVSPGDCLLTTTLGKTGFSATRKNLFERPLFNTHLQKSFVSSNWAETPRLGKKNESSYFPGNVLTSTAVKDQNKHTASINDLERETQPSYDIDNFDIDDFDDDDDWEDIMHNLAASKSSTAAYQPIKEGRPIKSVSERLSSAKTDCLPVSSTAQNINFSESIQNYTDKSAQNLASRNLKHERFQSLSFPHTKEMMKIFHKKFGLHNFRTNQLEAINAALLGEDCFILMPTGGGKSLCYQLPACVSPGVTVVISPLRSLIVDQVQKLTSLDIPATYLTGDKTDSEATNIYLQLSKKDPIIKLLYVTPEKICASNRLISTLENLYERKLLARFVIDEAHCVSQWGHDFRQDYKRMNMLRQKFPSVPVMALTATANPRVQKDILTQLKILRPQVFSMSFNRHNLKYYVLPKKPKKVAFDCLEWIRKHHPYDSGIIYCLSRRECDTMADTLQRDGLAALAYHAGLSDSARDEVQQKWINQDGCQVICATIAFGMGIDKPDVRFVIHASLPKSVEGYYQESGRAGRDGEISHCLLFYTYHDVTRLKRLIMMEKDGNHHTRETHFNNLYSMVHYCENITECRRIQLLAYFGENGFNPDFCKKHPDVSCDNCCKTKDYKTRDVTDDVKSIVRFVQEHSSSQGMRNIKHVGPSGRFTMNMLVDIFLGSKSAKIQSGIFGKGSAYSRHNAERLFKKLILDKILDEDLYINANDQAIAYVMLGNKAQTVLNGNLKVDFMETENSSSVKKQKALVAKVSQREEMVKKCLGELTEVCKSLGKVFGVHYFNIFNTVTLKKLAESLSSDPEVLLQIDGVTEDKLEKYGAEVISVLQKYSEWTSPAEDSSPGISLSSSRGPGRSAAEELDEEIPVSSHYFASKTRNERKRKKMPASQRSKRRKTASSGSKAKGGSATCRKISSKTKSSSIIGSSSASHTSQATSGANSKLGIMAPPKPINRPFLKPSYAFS
Active calls of the source: *; ? = inconclusive; . = not tested or not shown; [ ] = dose if it differs, or a comment. Calls come from the whole dose curve; as a rule, active = well fitted curve in the direction sought with a large enough effect; inconclusive = small, poorly fitted or top-dose-only effect, or another doubt; inactive = no such curve, though single readings can be large; an effect the other way counts as inactive or inconclusive. Potency is the fitted concentration of half-maximal effect. A portion of the library; rates above refer to the full screens.

Start of the data: the first 3 compounds, to show the layout:
mol,Pol iota inh,POLK inh,BAZ2B block,POLB inh,Anesthetic bind,G9a block,APEX1 inh,Pol eta inh,BLM helicase inh
C[C@H](CO)N1C[C@H](C)[C@@H](CN(C)S(=O)(=O)c2cccs2)Oc2ccc(NC(=O)Cn3cnnn3)cc2C1=O,19%,5%,.,.,.,.,0%,-19%,.
O=c1[nH]c2ccccc2cc1-c1nnn(-c2ccc(F)cc2)n1,-3%,-10%,-7%,2%,-1%,11%[59 µM],-4%,-15%,-3%
Cc1ccc(C)c(NC(=O)CSc2nc(C)cs2)c1,35%[activator],12%,5%,.,.,-36%[12.7 µM],7%,-12%,.

All compounds of this part, repeating the preview:
mol,Pol iota inh,POLK inh,BAZ2B block,POLB inh,Anesthetic bind,G9a block,APEX1 inh,Pol eta inh,BLM helicase inh
C[C@H](CO)N1C[C@H](C)[C@@H](CN(C)S(=O)(=O)c2cccs2)Oc2ccc(NC(=O)Cn3cnnn3)cc2C1=O,19%,5%,.,.,.,.,0%,-19%,.
O=c1[nH]c2ccccc2cc1-c1nnn(-c2ccc(F)cc2)n1,-3%,-10%,-7%,2%,-1%,11%[59 µM],-4%,-15%,-3%
Cc1ccc(C)c(NC(=O)CSc2nc(C)cs2)c1,35%[activator],12%,5%,.,.,-36%[12.7 µM],7%,-12%,.
Cc1ccc(C(=O)NCCC(C)C)cc1NC(=O)c1nsc2ccccc12,?,-8%[60.1 µM],0%,-1%,-9%,7%[59 µM],.,-5%,-6%
Cc1ccc(S(=O)(=O)N2CCC(C(=O)NCCc3ccccn3)CC2)cc1,273%[activator],0%,-2%,-18%,-1%,-5%,-1%,2%,-8%
O=C(COC(=O)CCC(=O)c1cccs1)NCCc1ccccc1,38%,-1%,.,.,.,.,-15%,-15%,.
O=C(Cn1c(-c2cccs2)cc2ccccc21)NCCc1ccc(Cl)cc1,-8%,-5%,4%,14%,1%,9%[59 µM],.,-23%,0%
COC(=O)C1=C(N)Oc2cc(C)n(CC3CCCO3)c(=O)c2C1c1ccccc1OC (stereo not drawn),15%,5%,-9%,0%,-8%,4%[12.7 µM],1%,-16%,-1%
CCOC(=O)c1cc(C(=O)NNC(=O)c2cccc([N+](=O)[O-])c2)c(C)nc1C,30%,6%,5%,.,.,-2%,9%,-18%,.
CCOC(=O)Nc1ccc2c(c1)N(C(=O)CN(CC)CC)c1ccccc1CC2,34%[activator],-3%,3%,26%,-7%,.,3%,-9%,0%
CCS(=O)(=O)N1CC(=O)N(c2cccc(Cl)c2)C(C)(C(=O)NC2CCCCCC2)C1 (stereo not drawn),-20%,1%[60.1 µM],5%,-12%,6%,-19%[59 µM],.,7%,0%
CC(C)NC(=O)N(C)C[C@H]1Oc2c(cccc2N(C)C)C(=O)N([C@H](C)CO)C[C@@H]1C,7%,13%,.,.,.,.,16%,-6%,.
N#CC(C#N)=NNc1ccc(S(=O)(=O)N2CCCCC2)cc1,-7%,-3%,?,26%,-25%,10µM*,?,?,-19%
COC1C=CC23c4cc5c(cc4CN(CC2O)C3C1)OCO5 (stereo not drawn),.,-20%[60.1 µM],.,.,-5%,-25%[2.33 µM],-5%,.,4%
CC(=O)Nc1ccc(S(=O)(=O)Nc2nc3ccc(C)cc3s2)cc1,12%,4%,-33%,31%,-7%,?,-6%,-8%,0%

Two records picked at random from those above, as already listed:
mol,Pol iota inh,POLK inh,BAZ2B block,POLB inh,Anesthetic bind,G9a block,APEX1 inh,Pol eta inh,BLM helicase inh
CC(=O)Nc1ccc(S(=O)(=O)Nc2nc3ccc(C)cc3s2)cc1,12%,4%,-33%,31%,-7%,?,-6%,-8%,0%
O=c1[nH]c2ccccc2cc1-c1nnn(-c2ccc(F)cc2)n1,-3%,-10%,-7%,2%,-1%,11%[59 µM],-4%,-15%,-3%

The listing picks up, repeating the two entries before the break.
mol,Pol iota inh,POLK inh,BAZ2B block,POLB inh,Anesthetic bind,G9a block,APEX1 inh,Pol eta inh,BLM helicase inh
COC1C=CC23c4cc5c(cc4CN(CC2O)C3C1)OCO5 (stereo not drawn),.,-20%[60.1 µM],.,.,-5%,-25%[2.33 µM],-5%,.,4%
CC(=O)Nc1ccc(S(=O)(=O)Nc2nc3ccc(C)cc3s2)cc1,12%,4%,-33%,31%,-7%,?,-6%,-8%,0%
CCOC(=O)N1CCN(c2ncnc3c2oc2nc(C)c4c(c23)CC(C)(C)OC4)CC1,.,.,-4%,2%,-8%,26%[59 µM],-8%,.,-1%
COCc1[nH]nc2c1C(c1ccccc1OC)C(C#N)=C(N)O2 (stereo not drawn),28%,-4%,18%,24%,8%,4%[59 µM],-7%,-15%,-7%
Fc1ccc(NC(=S)Nc2cccc(Cl)c2)cc1,-19%,-2%,-14%,0%,8%,-2%,4%,0%,-7%
Cc1c(-c2ccccc2)[n+](=O)c2c(n1[O-])CCCC2,-6%,7%,1%,-1%,3%,17%,2%,-8%,1%
CCCC(=O)Nc1ccc2c(c1)nc(CCNC(=O)c1ccco1)n2C,31%[activator],-7%,-9%,-8%,-4%,?,?,-4%,-2%
O=C1OC[C@H](Cc2ccc3c(c2)OCO3)/C1=C\c1ccc2c(c1)OCO2,38%[activator],4%,6%,.,.,9%[12.7 µM],7%,-18%,.
Cc1cc(C)nc(N2CCCC(C(=O)Nc3nc4ccc(S(C)(=O)=O)cc4s3)C2)n1 (stereo not drawn),?,-1%,-1%,2%,-11%,-7%[59 µM],-1%,-1%,0%
Cc1ccc(-c2nc(-c3cccnc3)sc2CC(=O)O)cc1,3%,-5%,-16%,18%,-3%,?,-2%,-14%,-9%
COC(=O)c1sc2nc(SCc3cccc(F)c3)n(N)c(=O)c2c1C,20%,7%,2%,26%,-3%,2%[59 µM],2%,-18%,0%
O=C(c1cccc2c1-c1ccccc1/C2=N/O)N1CCCCC1,-6%,-8%,.,3%,?,17%[59 µM],-4%,-7%,-4%
Cc1[nH]c2ccccc2c1-c1nc(-c2ccc(Cl)cc2)nnc1-c1ccccc1,.,.,-14%,15%,-3%,-2%,-9%,.,-2%
Brc1ccc2nc(-c3ccncc3)c(NC3CCCC3)n2c1,-12%,1%,-3%,7%,-5%,-33%,0%,-23%,-4%
C=CCN(CC=C)C(=S)NC(=O)c1ccc(-c2ccccc2)cc1,8%,-7%,6.3µM*,0%,?,-1%,22%,-15%,-25%
O=S(=O)(NC1CCCCC1)c1ccc(Br)cc1,4%,-5%,-3%,-1%,2%,9%[59 µM],0%,-5%,-5%
CCCn1c(C(C)Nc2nc(-c3ccc(C)cc3)cs2)nc2cc(Cl)c(N3CCCCC3)cc21 (stereo not drawn),-14%,-7%,?,-1%,-16%,?,25%,-19%,-9%
Cc1ccc(CC(=O)Nc2ncc([N+](=O)[O-])s2)cc1,-9%,-3%,-30%,-17%,-22%,-27%,-1%,-1%,-3%
C/C(CC(=O)Nc1cc(C)ccn1)=N\NC(=O)c1ccccc1C,26%,-5%,-12%,2%,-4%,.,3%,-17%,-2%
Cc1ccc(NC2CCCN(C(=O)c3ccoc3C)C2)cc1C (stereo not drawn),17%,-10%,?,-15%,-16%,?,10%,-4%,-2%
O=C(Nc1ccccc1N1CCOCC1)c1ccc(S(=O)(=O)NCc2ccco2)cc1,41%[activator],0%,-13%,1%,-13%,-15%,-7%,-4%,-8%
Cc1nc2nc[nH]n2c(=O)c1NS(=O)(=O)c1ccc([N+](=O)[O-])cc1,33%[activator],-2%,3%,-10%,-7%,-29%,5%,-15%,-3%
CC1CN(C(=O)COC(=O)c2ccc(N(C)C)cc2)CC(C)O1 (stereo not drawn),32%[activator],-15%,-5%,22%,-5%,-9%[59 µM],22%,-16%,-7%
CCOc1ccc(NC(=O)CSc2nc(-c3ccc(F)cc3)cc(C(F)(F)F)c2C#N)cc1,25%,8%,1%,9%,1%,12%[59 µM],.,-16%,0%
CCC(C)c1ccc(S(=O)(=O)N2CCN(C(C)CC(=O)O)CC2)cc1 (stereo not drawn),155%[activator],2%,.,0%,-5%,7.1µM*,1%,2%,1%
CCC(C)(C)NC(=O)C1CC(=O)N(CCc2ccc(F)cc2)C1 (stereo not drawn),111%[activator],-3%,-3%,?,-3%,10%,17%,5%,-2%
Cc1ccc(C)c(N(C(=O)CNC(=O)c2ccco2)C(C(=O)NC2CCCCC2)c2ccncc2)c1 (stereo not drawn),-10%,-8%,10%,59%,-1%,28%[59 µM],-3%[12.4 µM],-3%,-4%
CCOC(=O)c1c(CN(C)C)n(-c2ccc(C)cc2)c2cc(Br)c(O)cc12,2%,-14%,-37%,-23%,?,14%[59 µM],3%,-14%,0%
O=C1c2cccnc2C(=O)N1Cc1ccc(S(=O)(=O)N2CCOc3ccc(Cl)cc32)cc1,24%,-2%,?,15%,-16%,.,-12%,-15%,-4%

Part of the list above, showing only Pol iota inh, Pol eta inh and BLM helicase inh.
compound | Pol iota inh | Pol eta inh | BLM helicase inh
CCOc1ccc(NC(=O)CSc2nc(-c3ccc(F)cc3)cc(C(F)(F)F)c2C#N)cc1 | 25% | -16% | 0%
CCC(C)c1ccc(S(=O)(=O)N2CCN(C(C)CC(=O)O)CC2)cc1 (stereo not drawn) | 155%[activator] | 2% | 1%
CCC(C)(C)NC(=O)C1CC(=O)N(CCc2ccc(F)cc2)C1 (stereo not drawn) | 111%[activator] | 5% | -2%

Screening data: PubChem, National Center for Advancing Translational Sciences (NCATS)
